ADAM17 inh: inhibits human ADAM17 | P78536 | recombinant ADAM17, EDANS/DABCYL FRET peptide cleavage | actives 0.83% (n = 370,000) | inhibition, % at 6.95 µM;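 active = inhibition above the mean of compounds lying between control limits plus 3 SD, set per campaign, cut at about 8.5% in these data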;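 also: 0% = DMSO-only wells as the low control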
ASAP1 GAP inh: ASAP1 ArfGAP inhibition; Q9ULH1; ASAP1-stimulated ARF1 GTP hydrolysis, GDP FP detection; inhibition, % at 16.5 µM; actives 0.19% (n = 360,000); in the data active = inhibition above about 25%;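 also: 0% = vehicle with enzyme and substrate and 100% = no enzyme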
Target sequence (Q9ULH1 325-724 limits assumed): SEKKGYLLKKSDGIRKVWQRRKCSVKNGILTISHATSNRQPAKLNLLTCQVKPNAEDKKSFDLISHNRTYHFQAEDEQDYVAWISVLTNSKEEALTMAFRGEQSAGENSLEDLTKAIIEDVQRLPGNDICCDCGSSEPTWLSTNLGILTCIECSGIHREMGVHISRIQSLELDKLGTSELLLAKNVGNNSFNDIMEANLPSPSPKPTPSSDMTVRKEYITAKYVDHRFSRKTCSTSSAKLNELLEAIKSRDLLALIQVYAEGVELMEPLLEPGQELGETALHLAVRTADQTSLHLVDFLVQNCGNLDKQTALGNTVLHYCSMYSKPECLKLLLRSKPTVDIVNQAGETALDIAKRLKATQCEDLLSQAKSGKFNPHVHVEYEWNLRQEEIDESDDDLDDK
UHRF1 binding: human UHRF1 methylated DNA binding inhibitors. AID 687016. inhibition, % at 4.4 µM. UHRF1 binding to methylated oligo, TR-FRET. actives 0.75% (n = 370,000); in the data active = inhibition above about 21%;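 also: UHRF1 SRA domain binding a hemimethylated CpG hairpin DNA probe; 0% = median of test compound wells and 100% = reference inhibitor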
MBD2 inh: inhibitors of human MBD2 binding to methylated oligonucleotide. inhibition, % at 4.4 µM. TR-FRET. Q9UBB5. actives 0.31% (n = 370,000); in the data active = inhibition above about 13%
DDE Tn7 FP inh: inhibitors of Tn7 peptide binding to human fibrin DD(E); FP displacement of FITC-Tn7 peptide from fibrin DD(E); 0% = median of compound wells per plate; P02675; actives 0.13% (n = 370,000); AID 720508; inhibition, % at 8.3 µM;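 active = inhibition above the mean of compounds falling within the control limits plus 3 SD of them, cut at about 14% in these data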;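 also: 0% = plate median of compound wells and 100% = 10 µM Aha-Tn7 peptide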
Target sequence (P02675 whole entry, looked up): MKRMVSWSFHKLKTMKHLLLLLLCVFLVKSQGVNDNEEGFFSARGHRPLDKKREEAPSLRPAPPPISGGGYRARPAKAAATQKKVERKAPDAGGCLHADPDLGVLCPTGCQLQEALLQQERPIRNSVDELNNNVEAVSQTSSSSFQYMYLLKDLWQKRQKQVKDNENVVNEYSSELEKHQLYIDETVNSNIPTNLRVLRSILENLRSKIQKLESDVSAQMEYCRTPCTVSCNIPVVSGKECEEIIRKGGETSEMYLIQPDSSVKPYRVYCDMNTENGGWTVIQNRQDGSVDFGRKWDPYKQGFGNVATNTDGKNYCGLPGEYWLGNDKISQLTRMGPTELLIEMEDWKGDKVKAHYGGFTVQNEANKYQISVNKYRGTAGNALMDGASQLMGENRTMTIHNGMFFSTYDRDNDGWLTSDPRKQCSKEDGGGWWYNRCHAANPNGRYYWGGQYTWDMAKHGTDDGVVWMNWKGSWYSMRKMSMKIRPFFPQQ
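Also added: labelled Tn7 tracer, 0.1 µM; Assay system: human fibrin DD(E) protein; Amount: 2 µM fibrin DD(E); Schedule: 10 min compound pre-incubation, 3 h probe incubation at room temperature; Repeats: one replicate per compound; Read-out basis: percent inhibition; Measured by: fluorescence polarization of the labelled Tn7 tracer.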
Tn6 DDE FP: inhibitors of Tn6 peptide binding to human fibrin DD(E). actives 0.21% (n = 370,000). Fibrin DD(E) TRITC-Tn6 fluorescence polarization displacement. P02675. inhibition, % at 8.3 µM. AID 720509;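 active = inhibition above a per-campaign cutoff: mean of compounds within control limits plus 3 SD, cut at about 15% in these data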;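 also: 0% = median of all compound wells on the plate and 100% = blocking peptide control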
KLK7 zymogen act: activates the human kallikrein-7 zymogen; P49862; purified proKLK7, EDANS-DABCYL substrate fluorescence; 100% is mature enzyme control, 0% vehicle; activation, % at 7 µM; actives 0.9% (n = 370,000); AID 652039;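 active = activation above the mean of all tested compounds plus 3 SD, computed per campaign excluding outliers beyond control limits, cut at about 13% in these data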
PLC-beta3 inh: blocks human PLC-beta3 enzyme activity; AID 720704; actives 0.18% (n = 370,000); inhibition, % at 12.2 µM; Q01970; Purified PLC-beta3, fluorogenic substrate, fluorescence; in the data active = inhibition above about 11%;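 also: 0% = median of compound wells on plate and 100% = full blocker control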
ARFGAP1 inhibitor: rat ARFGAP1 inhibition. AID 651572. actives 0.26% (n = 360,000). Arfgap1-stimulated ARF1 GTP hydrolysis, GDP FP detection. inhibition, % at 16.5 µM. Q62848;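 active = inhibition above a per-plate limit, mean inhibition of low control wells plus 3 SD, cut at about 25% in these data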;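 also: 0% = DMSO wells with enzyme and 100% = wells lacking Arfgap1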
Target sequence (Q62848 1-136 limits assumed): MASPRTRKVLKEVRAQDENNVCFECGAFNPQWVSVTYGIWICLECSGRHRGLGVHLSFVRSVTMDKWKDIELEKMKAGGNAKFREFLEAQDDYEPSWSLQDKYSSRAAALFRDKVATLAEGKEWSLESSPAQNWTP
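Replicates: Single well per compound | Assay system: Truncated rat Arfgap1 GAP domain | Control set: No-Arfgap1 wells (100%) versus DMSO full-reaction wells (0%) | Times: Enzyme reaction 120 min at 25 °C after 20 min preincubation | Reagent: Human ARF1(Δ1-17)-GTP substrate | Measured by: Tracer-displacement fluorescence polarization with EDTA stop, 620/688 nm | Measure: Percent inhibition of Arfgap1-stimulated GTP hydrolysis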
PLC-gamma1 inh: PLC-gamma1 (human) inhibition, primary screen. AID 720700. inhibition, % at 12.2 µM. purified PLC-gamma1, fluorogenic substrate, fluorescence. P19174. actives 0.84% (n = 370,000); in the data active = inhibition above about 9.5%
The depositor's hits bear a star; i = inactive.

SMILES	ADAM17 inh	ASAP1 GAP inh	UHRF1 binding	MBD2 inh	DDE Tn7 FP inh	Tn6 DDE FP	KLK7 zymogen act	PLC-beta3 inh	ARFGAP1 inhibitor	PLC-gamma1 inh
COC(=O)Cn1c(=O)c2c(nc3n2CC(C)CN3CCc2ccccc2)n(C)c1=O (configuration not stated)	-6	-6	2	4	1	8	-0.6	-6	-9	-1
CCCCNC(=O)c1ccccc1SCc1c(C)noc1C	0	4	1	3	4	7	0.2	-4	-4	1
COc1cccc(CNc2ncc(Br)cc2Br)c1O	4	-2	2	0	1	-8	-0.3	-3	-5	1
Cc1nn(CCC(=O)NCc2ccc(OC(C)C)cc2)c(=O)c2nn(-c3ccccc3)c(C)c12	9	4	5	-2	-3	4	-0.6	-5	12	2
CCN1C(=O)[C@@H]2[C@@H](c3ccc(-c4ccc(OC)cc4)cc3)N3CCC[C@@]3(C(=O)OC)[C@@H]2C1=O	-2	16	0	-4	0	-7	0.5	-14	-3	-9
Cn1cnnc1-c1cccc(NC(=O)c2cc(F)c(F)cc2Cl)c1	1	-6	0	0	-8	-10	-0.3	-3	-3	3
CCOC(=O)Cc1csc(NC(=O)CSc2nnc(C(C)C)n2CC)n1	-3	-13	0	0	-2	5	0.1	3	2	1
NC(=O)c1cccc(-c2coc3c(C(=O)NCCc4ccccc4)cccc23)c1	1	-4	0	1	0	7	0.7	-2	-7	-1
CCCCOc1ccc(/C=N/Nc2cc(N3CCOCC3)nc(C)n2)cc1	-3	5	0	-1	6	2	-0.5	-8	-5	-1
CC(OC(=O)C1=COCCO1)C(=O)Nc1ccccc1C#N (configuration not stated)	-3	-8	0	-1	-6	3	0.3	-5	3	-3
O=C(CC(C(=O)O)c1ccc(Cl)cc1)c1ccc(Br)cc1 (configuration not stated)	0	7	-1	-2	6	2	0.6	-4	12	0
O=C(C[n+]1cccc(/C=N/O)c1)N1CCCc2ccccc21	2	-6	2	-1	1	3	-0.5	2	-1	1
CCc1ccc(N2CC(C(=O)Nc3ccccc3N3CCCC3)CC2=O)cc1 (configuration not stated)	-5	-8	2	-5	-6	0	1.1	1	-2	-4
Cc1cccc(NC(=O)CSc2nc(C3CC3)nc3ccccc23)c1	0	4	4	2	-6	8	-0.2	-4	-5	1
COc1ccccc1N1CC(C(=O)NCCN2C(=O)S/C(=C\c3cccnc3)C2=O)CC1=O (configuration not stated)	-1	-8	1	-9	8	1	0.4	-4	-9	6
Cc1ccc(C)c(S(=O)(=O)N/N=C/c2ccc(C(=O)O)cc2)c1	1	-6	-3	-3	-5	6	-0.2	2	9	1
Cc1cccc(C)c1NC(=S)N(Cc1ccccc1)Cc1cccs1	1	17	0	0	2	2	0.0	-3	9	0
COc1ccc(NS(=O)(=O)c2ccc(O)c(C(=O)OCC(=O)Nc3ccc4c(c3)OCCO4)c2)cc1	0	-4	2	2	-4	-2	-0.4	-5	-2	-1
CCCS(=O)(=O)N1CCC(Cc2ccc(OC)cc2)(C(=O)OCC)CC1	-1	3	1	-3	-8	-3	0.3	0	6	0
O=C(CNS(=O)(=O)/C=C/c1ccccc1)OC1CCOC1=O (configuration not stated)	1	2	-2	1	-6	-4	-0.2	5	-3	0
Cn1c2ccccc2c2nnc(SCC(=O)Nc3ccccc3F)nc21	-4	11	2	7	-4	1	-0.3	-1	5	2
COc1cccc(OC)c1OCCN1CCC(C(=O)NC(c2ccccc2)c2ncccc2C)CC1 (configuration not stated)	0	-16	-1	-1	-7	-7	0.2	0	1	0
Cc1ccc(/C=C\c2nccc3c2[nH]c2ccccc23)cc1	-135	-3	-2	-6	4	-6	-0.9	-485	2	-305
Cn1cc(CC(=O)Nc2ccc(Nc3cccnc3)cc2)c2ccccc21	-4	6	2	-2	4	-8	0.5	-2	9	0
CN(C)S(=O)(=O)c1ccc(C(=O)Nc2cc3c(cc2C(=O)O)OCCCO3)cc1	-2	7	6	2	-1	-6	1.0	-14	1	-4
O=C1CCCCC1(O)Cc1ccc2c(c1)OCO2 (configuration not stated)	-3	-7	-1	-2	11	1	0.0	-1	-1	-3
CN(CCCNC(=O)CN1C(=O)CC(C)(C)S(=O)(=O)c2ccccc21)C1CCCCC1	-5	-10	1	3	5	3	-0.1	-1	19	0
O=c1c(S(=O)(=O)c2ccc(Cl)cc2)cn(Cc2ccccc2)c2ccc(F)cc12	-1	5	-3	5	1	-7	-0.2	0	4	2
O=C(c1cccs1)N1CCC(c2ccccc2)C1 (configuration not stated)	-3	-1	-1	3	-4	6	0.1	4	-13	1
COc1ccc(S(=O)(=O)N2CC(=O)Nc3ccccc32)cc1C	-4	-4	1	5	0	-4	0.8	-6	4	-4
COc1ccc(CN(C)C(=O)Cc2ccc(S(=O)(=O)N3CCOCC3)s2)cc1OC	0	7	-1	-6	-3	2	-0.4	-5	5	6
O=C(NCCOc1cccnc1)c1ccc(OC2CCN(Cc3ccccn3)CC2)cc1	-5	-9	4	-1	4	5	-0.3	-13	1	-3
O=C(Nc1cccc(-c2csc(Nc3ccc(Cl)cc3)n2)c1)c1cccc(C(F)(F)F)c1	7	18	0	-3	-1	-6	-0.3	3	6	-2
COc1cc(C)ccc1OCCOCCOc1ccccc1Br	-1	8	4	1	7	4	0.1	-1	-20	-1
CCC(C)c1c(NS(=O)(=O)c2ccc(C)cc2)o[nH]c1=O (configuration not stated)	0	-14	0	2	0	5	-0.6	5	-7	3
O=S(=O)(c1ccccc1)c1nc(-c2cccs2)oc1NCc1cccnc1	-1	4	-2	-6	-2	2	0.6	-26	-5	-21
O=C(Cc1ccc([N+](=O)[O-])cc1)N1N=C(c2ccncc2)CC1(O)C(F)(F)F (configuration not stated)	-2	9	6	8	-1	-8	0.0	-6	8	2
CC(C)CNC(=O)C1(C)CCCN1C(=O)c1csnn1 (configuration not stated)	-6	-24	1	-4	1	6	0.1	-1	-2	2
O=C(NC(=S)NC1CCCCC1)c1ccc(Cl)cc1	2	-7	5	2	-2	-1	0.4	-2	-1	7
O=C(c1ccc(S(=O)(=O)N2CCOCC2)cc1)N1CCOCC1	-1	4	1	-2	-2	-1	-0.1	1	12	-2
O=C(CN1C(=O)C2C3C=CC(C3)C2C1=O)N1CC=C(c2ccccc2)CC1 (configuration not stated)	-1	-15	5	8	0	-1	0.6	0	-5	-6
O=C(COc1ncnc2sccc12)Nc1cccc(S(=O)(=O)N2CCOCC2)c1	5	6	2	4	3	2	-0.5	-4	6	5
c1cncc(-c2nnc(-c3cccs3)o2)c1	-25	-3	0	2	-4	0	0.3	-8	5	-7
Cc1ccc(Nc2nc(N3CCOCC3)c3ccccc3n2)cc1	-25	-13	-1	-4	6	5	1.1	-56	17	-50
Cc1csc(=O)n1CCC(=O)OCC(=O)NNC(=O)c1ccc(Br)cc1	2	2	2	0	-9	-1	0.5	-3	1	2
CC1CCN(c2nnc(N3CCC(C)CC3)c3ccccc23)CC1	-7	0	0	-2	-3	1	-0.3	-11	-9	-8
Cc1nc2[nH]c(=S)n(C)c(=O)c2nc1C	-2	5	-1	-7	3	-3	2.6	-5	-1	-5
O=C(COC(=O)c1ccc(S(=O)(=O)N2CCc3ccccc3C2)cc1)NC1CCS(=O)(=O)C1 (configuration not stated)	-4	2	-1	1	6	-6	0.1	-32	-7	-24
Cc1ccccc1NC(=S)NCCc1c[nH]c2ccccc12	0	-9	1	0	0	-3	-0.5	-1	0	1
CCc1ccc2cc(F)cc(F)c2n1	-4	10	1	-1	4	1	-1.4	-2	9	1
CC(C)n1nnnc1SCC(=O)N(C)C1CCS(=O)(=O)C1 (configuration not stated)	-4	-1	0	-1	-1	1	-0.3	2	9	0
Cc1cc(C)cc(NC(=O)[C@@H](NC(=O)c2ccco2)C(C)C)c1	0	-7	1	1	-1	-6	-1.1	-6	6	1
O=S(=O)(c1ccccc1Oc1ccc(Cl)cc1Cl)N1CCCCC1	-3	-1	3	-2	-8	5	-0.3	7	7	0
COc1ccc(NC(=O)c2nc3nccc(C)n3n2)cn1	1	-9	-1	-5	-2	-10	-0.6	0	15	0
Cc1cc(C)nc(NS(=O)(=O)c2ccc(NC(=O)c3snnc3C)cc2)n1	-5	-13	4	0	5	1	-0.5	-11	-8	0
CCOc1ccc(CNC(=O)c2ccco2)cc1	5	0	1	2	-6	4	0.4	5	8	6
Cc1ccc2nc(-c3ccncc3)cc(C(=O)Nc3ccc(F)cc3C)c2c1	0	5	2	2	-1	-1	-0.2	-6	-1	1
Cc1ccc(S(=O)(=O)NCCC(=O)NCc2cccnc2)cc1	1	5	3	0	-6	8	0.3	-6	9	1
O=C(Oc1ccc2ccc(=O)oc2c1)c1ccc([N+](=O)[O-])cc1	i	-7	1	3	10	4	45*	i	-11	i
Cc1[nH]nc2c1C(C(C)C)C(C#N)=C(N)O2 (configuration not stated)	1	0	-6	-3	2	2	0.5	7	5	4

Profiles, quoted from the list.
CCCS(=O)(=O)N1CCC(Cc2ccc(OC)cc2)(C(=O)OCC)CC1 in the list: ADAM17 inh: -1; ASAP1 GAP inh: 3; UHRF1 binding: 1; MBD2 inh: -3; DDE Tn7 FP inh: -8; Tn6 DDE FP: -3; KLK7 zymogen act: 0.3; PLC-beta3 inh: 0; ARFGAP1 inhibitor: 6; PLC-gamma1 inh: 0
COc1ccc(NS(=O)(=O)c2ccc(O)c(C(=O)OCC(=O)Nc3ccc4c(c3)OCCO4)c2)cc1 in the list: ADAM17 inh: 0; ASAP1 GAP inh: -4; UHRF1 binding: 2; MBD2 inh: 2; DDE Tn7 FP inh: -4; Tn6 DDE FP: -2; KLK7 zymogen act: -0.4; PLC-beta3 inh: -5; ARFGAP1 inhibitor: -2; PLC-gamma1 inh: -1
COc1cccc(CNc2ncc(Br)cc2Br)c1O in the list: ADAM17 inh: 4; ASAP1 GAP inh: -2; UHRF1 binding: 2; MBD2 inh: 0; DDE Tn7 FP inh: 1; Tn6 DDE FP: -8; KLK7 zymogen act: -0.3; PLC-beta3 inh: -3; ARFGAP1 inhibitor: -5; PLC-gamma1 inh: 1

Further structures
SMILES	ADAM17 inh	ASAP1 GAP inh	UHRF1 binding	MBD2 inh	DDE Tn7 FP inh	Tn6 DDE FP	KLK7 zymogen act	PLC-beta3 inh	ARFGAP1 inhibitor	PLC-gamma1 inh
O=C(NCCCCc1ccccc1)c1ccccc1Cl	1	-9	-1	2	2	0	-0.2	-2	3	-2
COc1ccc(NC(=O)C2CC(=O)N(CCc3ccc(F)cc3)C2)c(OC)c1 (configuration not stated)	-3	-9	-2	1	6	3	0.7	-7	-4	-2
O=C(NCc1ccc(N2CCCC2=O)cc1)c1cn(CCc2ccccc2)nn1	-3	8	5	4	-4	7	-0.3	0	1	2
Cc1cccc(NC(=O)c2c([N+](=O)[O-])cnn2C)c1	-4	-6	-3	0	2	-7	0.3	1	1	1
CCOc1ccc(-n2c(=O)c3sccc3n(CC(=O)NCCc3ccc(OC)c(OC)c3)c2=O)cc1	-1	-5	-2	4	-3	-5	-0.5	6	5	1
